Screening results as filed in PubChem.
CFTR F508del cor: CFTR F508del correction in bronchial cells; CFBE cells, YFP halide quenching; stimulated with forskolin plus potentiator P3; % fluorescence drop versus neutral controls; activity (quench increase), % at 7.58 µM; 350,000 compounds, 0.36% hits; AID 720511;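 active means mean added fluorescence quench of at least 8% versus neutral control, with both replicates also reaching 8%; inconclusive means only one of the mean or replicate conditions met; inactive means mean below 8% and not both replicates reaching 8%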;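 further: cells transiently co-express mutant CFTR-F508del with the halide-sensitive YFP; corrector assay measuring rescue of mutant channel to the surface after 24 h compound exposure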
DENV2 CPE rescue: inhibitors of DENV2 cytopathic effect. DENV2-infected cells, cytopathic effect rescue, plate reader. CPE inhibition, % at 9.99 µM. 350,000 compounds, 1.7% hits. AID 651640; in the data active means CPE inhibition above about 20%, passing the limit was not always enough; inconclusive means no clear call, values can overlap the other calls; tested in BHK-21 cells;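 further: 0% = median of neutral control wells and 100% = median of positive control wells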
miR122 inh: blocks miR-122 activity in Huh7 sensor cells. Huh7 miR-122 Renilla luciferase sensor, 48 h; neutral wells = 0, positive control = 100. activation (reporter increase), % at 12.5 µM. 340,000 compounds, 0.3% hits;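 active means mean replicate activation score at least 90 and every replicate individually at or above 90; inconclusive means only one of the two criteria met; inactive means neither criterion met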;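 further: higher luciferase means less miR-122 activity so hits act as miR-122 inhibitors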
GSIS activator: primary screen for activators of insulin secretion dependent on glucose, INS-1E cells, GLuc reporter luminescence; INS-1E GLuc reporter insulin secretion, 2-3 h; activation, % at 16.6 µM; 370,000 compounds, 0.61% hits;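 active means lowest replicate activation of at least 40%, so every replicate reaches that level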;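 further: 0% = median of neutral control wells and 100% = median of IBMX positive control wells; some compounds called inactive have numbers as strong as hits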
EWS-Fli block: blocks EWS/Fli oncoprotein-driven transcription | 350,000 compounds, 0.67% hits | inhibition, % at 12.6 µM | A673 NR0B1-luciferase reporter, viability-normalised;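 active means mean inhibition of at least 50% after viability correction, with every replicate also passing that limit; inconclusive means mean reaches 50% but only one of two replicates passes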;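 further: firefly luciferase signal divided by Alamar Blue viability fluorescence both relative to DMSO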
PAX8 inh HTS: inhibitors of PAX8 transcriptional activity in RMG-I cells; AID 652154; 360,000 compounds, 1.2% hits; RMG-I TPO-luciferase reporter, SteadyGlo, 24 h; inhibition, % at 12.6 µM;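 active means mean replicate inhibition at least 60% with every replicate also reaching 60%; inconclusive means only one of the two criteria is met; inactive means mean below 60% and not all replicates reaching 60%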;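 further: luciferase light reporting Pax8 driven TPO promoter activity; plate controls were median of neutral control wells for no effect and mitoxantrone controls for full effect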
FN deposition inh: fibronectin deposition inhibition. 350,000 compounds, 0.086% hits. AH1F fibroblasts, Alexa488-fibronectin deposition fluorescence, overnight. inhibition, % at 12.6 µM;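 active means mean inhibition across replicates of 30% or more, regardless of how many single replicates reach that level; inconclusive means mean under 30% yet at least half of replicates reach 30%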;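 further: positive control wells lacked labelled fibronectin entirely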
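Schedule: 1 h cell adhesion before compound, then overnight fibronectin incubation; test system: AH1F fibroblast monolayer depositing Alexa488-labelled fibronectin into matrix; quantity: 10000 AH1F cells per well; probe or stimulus: fluorescent fibronectin at 24 nM final; signal: fluorescence, ex 485 nm, em 525 nm; evaluation: percent inhibition as loss of matrix-bound fibronectin fluorescence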
Active calls of the source: *; ? = inconclusive; . = no result given; [ ] = dose if it differs, or a comment.

mol,CFTR F508del cor,DENV2 CPE rescue,miR122 inh,GSIS activator,EWS-Fli block,PAX8 inh HTS,FN deposition inh
CCc1c(C)nc(SC)n(CC#N)c1=O,.,.,-4,.,.,7,4
Cc1cc(S(=O)(=O)N2CCCC(C)C2)ccc1-n1cnnn1 (stereo not drawn),1.8,-5,25,1,.,3,-7
C[C@H]1CN([C@@H](C)CO)C(=O)c2cccc(NC(=O)c3ccncc3)c2O[C@H]1CN(C)S(=O)(=O)c1ccc(F)cc1,1.4,1,2[16.7 µM],29,9,-6,.
COc1cc(OC)c(/C=N/N2CCN(c3ccccc3OC)CC2)c(OC)c1,-2.8,-1,.,-9,-4,-22,-4
COc1cccc(CN2C(=O)c3ccccc3C2C(=O)NCC2CCCO2)c1 (stereo not drawn),.,.,3,.,.,-6,10
COc1cc(CCC(=O)Nc2ccncc2Cl)cc(OC)c1OC,1.5,12,0,17,7,4,0
CCc1ccc(NCc2ccc(OC)c(Cn3ccnc3)c2)cc1,0.0,-6,.,-1,-7,-6,2
COc1ccc(OC)c(C2SCCN2S(C)(=O)=O)c1 (stereo not drawn),.,.,-8,.,.,-4,-3
Cc1ccc(C(=O)N2CCC[C@@H]2C(=O)N2CCC[C@H]2C(=O)NCc2ccccc2)cc1,-0.7,1,.,-1,-6,-29,-1
COC(=O)C1=C(C)NC(=O)/C1=C\N(C)C,0.7,-2,.,7,0,3,21
O=C(O)c1ccccc1CSc1nc2ccccc2[nH]1,-1.0,-3,-4,-20,-50,-54,1
Cc1ccc(NC(=O)Nc2ccc3c(c2)C(=O)N(C)[C@H]2CC[C@H](CC(=O)NCC(F)(F)F)O[C@@H]2CO3)cc1,.,?,.,-9,-4,6,-1
CCOC(=O)c1sc2nc(CN3CCN(c4cccc(C(F)(F)F)c4)CC3)[nH]c(=O)c2c1C,1.8,-3,.,-9,20,0,-7
CC(C)(C)c1ccc(-c2ccc3c(c2)S(=O)(=O)c2ccccc2C3=O)cc1,0.5,.,-4,3,-50,-53,3
Cc1cccc(NC(=S)N(C)C2(c3ccccc3Cl)CCCCC2=O)c1 (stereo not drawn),.,.,-3,-22,.,.,9
O=C(c1ccccn1)N1CC(=O)N2[C@@H](CO)[C@@H](c3ccc(C#CC4CCCC4)cc3)[C@@H]2C1,2.3,-5,.,-4,1,-1,.
COc1ccc(-n2cc(CNCCc3nc(C)cc(C)n3)c(-c3ccccc3Cl)n2)cc1,2.6,5,-6,-12,12,6,.
CCC(C)NS(=O)(=O)c1ccc(OCC(=O)NCc2cccnc2)cc1 (stereo not drawn),.,.,8,.,.,12,5
CC1CCCN(S(=O)(=O)c2ccc(-c3ccc(=O)[nH]n3)o2)C1 (stereo not drawn),-0.7,-3,0,6,-2,-14,0
N#C[C@@H]1[C@@H](c2ccccc2)[C@H](CO)N1C(=O)Cc1ccccc1,-2.1,12,.,1,-5,9,4

Some entries already given, limited to miR122 inh, PAX8 inh HTS and DENV2 CPE rescue:
compound	miR122 inh	PAX8 inh HTS	DENV2 CPE rescue
CCc1ccc(NCc2ccc(OC)c(Cn3ccnc3)c2)cc1	.	-6	-6
COc1ccc(OC)c(C2SCCN2S(C)(=O)=O)c1 (stereo not drawn)	-8	-4	.
Cc1ccc(C(=O)N2CCC[C@@H]2C(=O)N2CCC[C@H]2C(=O)NCc2ccccc2)cc1	.	-29	1

Additional records.
mol,CFTR F508del cor,DENV2 CPE rescue,miR122 inh,GSIS activator,EWS-Fli block,PAX8 inh HTS,FN deposition inh
C[C@@H](NC(=O)[C@H]1[C@H](CO)[C@H]2Cn3c(cccc3=O)[C@@H]1N2CCC(F)(F)F)c1ccccc1,.,.,.,12,-8,-12,.
Cc1cccc(C(C(=O)NC2CCCCC2)N(C(=O)c2csnn2)C2CC2)c1 (stereo not drawn),0.8,-3,-2,0,4,-9,4
Cc1cc(C)nc(NS(=O)(=O)c2ccc(NC(=O)CCC(=O)O)cc2)n1,1.5,3,-5,.,-5,-8,1
CC(C)N(C[C@@H]1CSCCS(=O)(=O)N1)C(C)C,-0.4,-8,.,4,7,16,.
COc1ccc(S(=O)(=O)N(C)C[C@@H]2OCCCC[C@H](C)Oc3ccc(NC(=O)CCCN(C)C)cc3C(=O)N([C@H](C)CO)C[C@@H]2C)cc1,-0.2,8,12[16.7 µM],18,-7,-8,.
CCC(C)C(=O)Nc1cc(C(=O)OC)ccc1C(=O)OC (stereo not drawn),-2.0,3,-5,9,11,.,.
CCC(=O)Nc1cccc(-c2nnc(-c3ccccc3)o2)c1,1.2,-7,-8,-3,-115,-194,11
CCOC(=O)C1C2C=CC3(CN(Cc4ccccc4)C(=O)C13)O2 (stereo not drawn),0.5,2,3,-2,5,-3,-18
Cc1cc(C)c2nc(Cl)c(C3NC(=O)c4ccccc4N3)cc2c1 (stereo not drawn),0.7,-3,.,.,10,13,6
COc1ccc(/C=C(\C#N)C(=O)Nc2cccc3ncccc23)cc1OC,1.9,-4,.,-57,0,-8,5
Cc1ccc(S(=O)(=O)N(C)C[C@@H]2Oc3ccc(NC(=O)Nc4ccc(F)cc4)cc3CC(=O)N([C@H](C)CO)C[C@H]2C)cc1,-0.6,-6,-3[16.7 µM],-10,-9,-18,.
COC(=O)c1ccc2nc(-c3cccc(Br)c3)c(Cc3cccc(F)c3)n2c1,3.0,-15,.,.,7,-8,-7
C[C@@H]1CN([C@H](C)CO)C(=O)Cc2cc(NC(=O)C3CC3)ccc2O[C@H]1CN(C)S(=O)(=O)c1ccccc1,-2.6,?,2[16.7 µM],11,5,-16,.
C[C@H](CO)N1C[C@H](C)[C@@H](CN(C)S(=O)(=O)c2cccs2)Oc2ccc(NC(=O)Cc3ccccc3)cc2CC1=O,-1.4,-1,3[16.7 µM],5,5,-6,-9
CCCc1c(-c2ccccc2)ncn1Cc1ccccc1OC,-1.1,-10,.,-22,6,15,-1
C/C=C/c1ccc2c(c1)O[C@@H](CN(C)C(=O)NC(C)C)[C@@H](C)CN([C@H](C)CO)S2(=O)=O,-0.4,6,-4[16.7 µM],7,-11,.,-1
CCOc1ccccc1N1CCN(C(=O)c2cccc(S(=O)(=O)N3CCOCC3)c2)CC1,2.3,-3,-16,.,0,-4,1
COCC(=O)Nc1ccc2c(c1)C(=O)N(C)C[C@H](OC)[C@H](C)CN(CC1CCCCC1)[C@H](C)CO2,-1.0,-3,-2[16.7 µM],5,1,.,-5
CCCC(/C=C/c1ccc(OC(C)=O)cc1)=C1/c2ccccc2C(=O)N1c1ccccc1,0.2,-2,-2,7,-9,-11,9
Cc1cccc(C2Nc3ccccc3C(=O)N2NC(=O)c2ccc([N+](=O)[O-])cc2)n1 (stereo not drawn),.,.,4,0,.,3,.

Remaining list, next part:
| SMILES | CFTR F508del cor | DENV2 CPE rescue | miR122 inh | GSIS activator | EWS-Fli block | PAX8 inh HTS | FN deposition inh |
| --- | --- | --- | --- | --- | --- | --- | --- |
| COc1ccccc1NCC(=O)Nc1cc(S(=O)(=O)N2CCOCC2)ccc1N1CCOCC1 | -0.7 | -3 | . | -2 | 15 | 24 | 0 |
| COc1cc(CNc2ncnc3c2ncn3[C@H]2CN(Cc3ccccc3)C[C@@H](COC(C)=O)O2)cc(OC)c1OC | -2.7 | 13 | -5 | -2 | 2 | -6 | -9 |
| CCCN1CCCCC(NC(=O)c2ccc(-c3ccccc3)cc2)C1=O (stereo not drawn) | -2.0 | -9 | . | -7 | -76 | -97 | 6 |
| O=C(NCCCN1CCOCC1)[C@H]1N[C@H]2c3ccc(C4=CCCCC4)c(=O)n3C[C@H]2[C@@H]1CO | 1.2 | -1 | -3[16.7 µM] | 36 | 2 | . | . |
| Cc1cccc(C)c1NC(=O)c1cccnc1 | -7.9 | -9 | 0 | 0 | 8 | -7 | -1 |
| O=C(NC1CC1)C1CCN(C2CCN(C(=O)c3c(F)cccc3Cl)CC2)CC1 | -0.5 | 5 | -3 | -13 | -1 | 8 | -3 |
| CN(C)/C=C/C(=O)c1cnc(-c2ccccc2)s1 | -4.2 | . | 4 | -28 | -29 | -67 | -2 |
| CCOC(=O)c1cc(-c2nnc(-c3ccc(Oc4ccccc4)cc3)o2)c(C)nc1C | 2.9 | ? | 2 | 8 | 12 | 21 | 3 |
| CCOC(=O)/C(=N\Nc1ccccc1)S(=O)(=O)c1ccccc1 | 0.3 | 7 | 70 | 16 | 1 | . | . |
| CCCCN(CC)C(=O)c1cc2c(=O)[nH]c3ccc(C)cc3c2s1 | 1.0 | -6 | -7 | -24 | 2 | 21 | 5 |
| CCN(CC)S(=O)(=O)c1ccc(N2CCOCC2)c(NC(=O)COc2ccc(OC)cc2)c1 | 0.5 | 9 | . | -19 | 4 | -1 | 1 |
| Oc1ccc2ccccc2c1CN1CCCC1 | 1.7 | -5 | 5 | -2 | 12 | 26 | . |
| CS(=O)(=O)N1CCN(C(=O)c2ccc(Cl)s2)CC1 | -0.2 | -3 | 1 | 16 | -1 | -6 | -10 |
| NC(=O)CN(c1ccc(Cl)cc1)S(=O)(=O)c1ccccc1 | . | . | . | 20 | . | -9 | 4 |
| O=C(c1ccccc1)N1CC(=O)N2[C@H](C1)[C@@H](c1ccc(C#CCC3CCCC3)cc1)[C@@H]2CO | 3.8 | -6 | . | -5 | . | . | . |
| O=C1N=C(N2CCCC2)CN1c1ccccc1 | . | . | . | 11 | . | -1 | -3 |
| CN1CCN(NC(=O)C23CC4CC(CC(C4)C2)C3)CC1 | -0.2 | -3 | . | 7 | 4 | -9 | 0 |
| CCOC(=O)C1=C(c2ccccc2)NC(SC)=C(C#N)C1c1ccco1 (stereo not drawn) | 0.2 | -9 | 18 | -7 | 7 | . | . |
| CCCCCC/C=N/Nc1nnc(Cc2ccc(OC)c(OC)c2)c(=O)[nH]1 | 3.6 | -3 | -2 | . | 2 | 17 | -14 |
| COc1cccc(C(=O)Nc2cc(C(F)(F)F)ccc2Cl)c1 | . | -10 | 15 | 7 | . | . | . |
| O=C(CSc1ccc(-c2ccco2)nn1)c1ccccc1 | . | 3 | 14 | -8 | -65 | -61 | -1 |
| CS(=O)(=O)N(Cc1ccco1)CC(O)Cn1cc(C=O)c2ccccc21 (stereo not drawn) | . | . | -13 | 10 | . | . | 7 |
| COc1cc2c(OC(C)=O)c3c(c(-c4ccc5c(c4)OCO5)c2cc1OC)C(=O)OC3 | -11 | ? | 0 | . | 65* | . | . |
| COc1cc(OC)cc(-c2cc3ncccc3cn2)c1 | 0.1 | -12 | 14 | 41 | -62 | -50 | -6 |
| C[C@H](CO)N1C[C@H](C)[C@H](CN(C)C(=O)Nc2ccc(F)cc2)OCCCC[C@H](C)Oc2ccc(NC(=O)Cc3ccccc3)cc2C1=O | -1.7 | -6 | 3[16.7 µM] | -23 | -8 | -3 | . |
| Cc1cccc(NC(=O)CCS(=O)(=O)c2cccc3nonc23)c1C | -2.0 | -5 | . | 7 | 0 | 2 | 3 |
| COC(=O)Cc1[nH]c(=S)[nH]c1C(=O)OC | -0.5 | 1 | -5 | 40 | 4 | -8 | 5 |
| C=C(C)C1CC=C(C)/C(=N/NC(=O)c2cccc([N+](=O)[O-])c2)C1 (stereo not drawn) | . | . | -1 | -9 | . | 18 | 2 |
| Cn1c(=O)c2c(nc(N3CCc4ccccc4C3)n2C)n(C)c1=O | -2.5 | -3 | 13 | 38 | 10 | 28 | -20 |
